All columns: NCI-60 one-dose screen, growth in % after 48 h at 10 µM unless noted; 100 = growth as untreated, 0 = no growth, -100 = all killed.
SK-OV-3 – SK-OV-3 ovarian cancer cells; 80,000 compounds, 3.2% hits; AID 1794785
OVCAR-8 – OVCAR-8 ovarian cancer; 81,000 compounds, 4.4% hits; AID 1794782
U251 – U251 CNS tumor cells | 80,000 compounds, 5.4% hits | AID 1794753
PC-3 – PC-3 prostate cancer cells; 80,000 compounds, 3.9% hits; AID 1794754
DU-145 – DU-145 prostate cancer; AID 1794760; 81,000 compounds, 4.2% hits
OVCAR-5 – OVCAR-5 ovarian cancer; 82,000 compounds, 2.9% hits; AID 1794783
OVCAR-3 – OVCAR-3 ovarian cancer | 79,000 compounds, 7% hits
OVCAR-4 – OVCAR-4 ovarian cancer cells | 80,000 compounds, 3.7% hits
SF-268 – SF-268 CNS cancer cells; 82,000 compounds, 3.1% hits
An asterisk follows results filed as active; & = joins results of further samples. How the source made its calls: active means growth percent below 10; inactive means the rest.

O=c1[nH]c2ccccc2cc1CSc1ccc(Nc2nccc(-c3ccc(C(F)(F)F)cc3)n2)cc1 was read as SK-OV-3 80, OVCAR-8 -26*, U251 -26*, PC-3 44, DU-145 32, OVCAR-5 36, OVCAR-3 -61*, OVCAR-4 -60* and SF-268 40.
Screening CC(=O)C1C(=O)OC2C3C=CC(C3)C2C1=O (stereo not given) returned SK-OV-3 102, OVCAR-8 101, U251 99, PC-3 90, DU-145 120, OVCAR-3 116, OVCAR-4 100 and SF-268 109.
Screening O=C(O)C1CC1 returned SK-OV-3 113, OVCAR-8 98, U251 98, PC-3 90, DU-145 111, OVCAR-5 103, OVCAR-3 109, OVCAR-4 103 and SF-268 111.
CC(=O)NCCSC(=O)C(=O)SCCNC(C)=O was read as SK-OV-3 114, OVCAR-8 112, U251 108, PC-3 109, DU-145 116, OVCAR-5 96, OVCAR-3 115, OVCAR-4 103 and SF-268 109.
Screening CN=C(NC(C)C)c1ccc(NC(=O)c2ccc(C(=O)Nc3ccc(C(=NC)NC(C)C)cc3)cc2)cc1 returned SK-OV-3 116, OVCAR-8 97, U251 89, PC-3 95, DU-145 99, OVCAR-5 101, OVCAR-3 111 and SF-268 101.
For O=C(N/N=C\c1ccc(F)cc1)c1ccc2nc(-c3ccc([N+](=O)[O-])cc3)[nH]c2c1 the results were SK-OV-3 80, OVCAR-8 98, U251 114, PC-3 103, DU-145 109, OVCAR-5 99, OVCAR-3 112, OVCAR-4 106 and SF-268 99.
`COc1ccc(OC)c(-c2c(C#N)c(=O)[nH]c3c2c(N)nn3-c2ccccc2)c1` gave SK-OV-3 118, OVCAR-8 103, U251 103, PC-3 98, DU-145 113, OVCAR-5 106, OVCAR-3 112, OVCAR-4 113 and SF-268 103.
Screening ICCC(c1ccccc1)(c1ccccc1)c1ccccc1 returned SK-OV-3 75, OVCAR-8 71, U251 23, PC-3 49, DU-145 79, OVCAR-5 83, OVCAR-3 58, OVCAR-4 51 and SF-268 63.
Screening O=C(Nc1ccc(OS(=O)(=O)c2ccc(C(F)(F)F)cc2)cc1)C1CCCCCC1 returned SK-OV-3 95, OVCAR-8 89, U251 90, PC-3 96, DU-145 94, OVCAR-5 102, OVCAR-3 99, OVCAR-4 82 and SF-268 92.
`CCCCNc1ccc(C(=O)NCCSCCN(CC)CC)cc1` gave SK-OV-3 104, OVCAR-8 99, U251 90, PC-3 94, DU-145 112, OVCAR-5 106, OVCAR-3 107, OVCAR-4 110 and SF-268 99.
Screening CC(C)N1CCC1CO (stereo not given) returned SK-OV-3 105, OVCAR-8 97, U251 97, PC-3 107, DU-145 113, OVCAR-5 107, OVCAR-3 110, OVCAR-4 87 and SF-268 102.
O=[N+]([O-])c1ccccc1N=NNc1ccccc1 was read as SK-OV-3 103&103, OVCAR-8 103&99, U251 99&94, PC-3 82&85, DU-145 105&106, OVCAR-5 79&103, OVCAR-3 95&113, OVCAR-4 90&59 and SF-268 90&101.
For O=C1CCC23OC=CC2C2(Nc4ccccc4NC2=O)c2c(F)cccc2N13 (stereo not given) the results were SK-OV-3 97, OVCAR-8 105, U251 110, PC-3 97, DU-145 104, OVCAR-5 106, OVCAR-3 100, OVCAR-4 110 and SF-268 98.
Screening COc1ccc(C[n+]2c3ccccc3n3c4ccc([N+](=O)[O-])cc4ccc32)c(OC)c1OC returned SK-OV-3 110, OVCAR-8 103, U251 87, PC-3 102, DU-145 101, OVCAR-5 105, OVCAR-3 81, OVCAR-4 102 and SF-268 87.
For C/C(CC(C)C)=N/Nc1nc(C)cc(=O)[nH]1 the results were SK-OV-3 111, OVCAR-8 104, U251 102, PC-3 95, DU-145 120, OVCAR-5 101, OVCAR-3 116, OVCAR-4 108 and SF-268 108.
CCN(CC)c1ccc(/C=N/NC(=O)Cc2ccc(Nc3ccnc(C(F)(F)F)c3)cc2)c(O)c1 was read as SK-OV-3 28, OVCAR-8 29, U251 26, PC-3 53, DU-145 18, OVCAR-5 48, OVCAR-3 32, OVCAR-4 21 and SF-268 18.
`O=C1OC(C(O)CO)C(O)=C1O` (stereo not given) gave SK-OV-3 117, OVCAR-8 104, U251 103, PC-3 84, DU-145 109, OVCAR-5 91, OVCAR-3 113, OVCAR-4 107 and SF-268 102.
`Nc1ccnn1-c1ccccc1` gave SK-OV-3 113, OVCAR-8 110, U251 98, PC-3 92, DU-145 115, OVCAR-5 98, OVCAR-3 107, OVCAR-4 110 and SF-268 106.
`CC(=O)/C=C(\CC(C)C)OC(=O)c1ccccc1` gave SK-OV-3 99, OVCAR-8 95, U251 97, PC-3 102, DU-145 111, OVCAR-5 95, OVCAR-3 102, OVCAR-4 104 and SF-268 98.
For CSc1ncnc2n[nH]nc12 the results were SK-OV-3 118, OVCAR-8 104, U251 91, PC-3 95, DU-145 114, OVCAR-5 126, OVCAR-3 107, OVCAR-4 100 and SF-268 106.
COc1ccc(-c2nc3ncccn3c2-c2nnc(-c3ccsc3C)o2)cc1 was read as SK-OV-3 54, OVCAR-8 25, U251 72, PC-3 84, DU-145 88, OVCAR-5 102, OVCAR-3 55 and OVCAR-4 26.
Screening Cc1coc(NS(=O)(=O)c2ccc(N=Nc3ccc(O)c4ncccc34)cc2)c1C returned SK-OV-3 100, OVCAR-8 89, U251 99, PC-3 86, DU-145 108, OVCAR-5 100, OVCAR-3 102, OVCAR-4 108 and SF-268 91.
For COc1ccc(-c2nc3ccc(C)cc3c3c2c(=O)n(C)c(=O)n3C)cc1 the results were SK-OV-3 86, OVCAR-8 87, U251 88, PC-3 86, DU-145 103, OVCAR-5 72, OVCAR-3 89, OVCAR-4 71 and SF-268 93.
Screening Cc1ccc(C(C)C)cc1NC=O returned SK-OV-3 107, OVCAR-8 96, U251 101, PC-3 97, DU-145 110, OVCAR-5 103, OVCAR-3 106, OVCAR-4 109 and SF-268 107.
Screening COc1cc(CNS(=O)(=O)c2ccc(C)cc2)ccc1OCc1cn(-c2ccccc2)nn1 returned SK-OV-3 98, OVCAR-8 93, U251 89, PC-3 87, DU-145 103, OVCAR-5 98, OVCAR-3 85, OVCAR-4 57 and SF-268 98.
COc1ccc2nc(NCN3N=C(C)CC3=O)sc2c1 was read as SK-OV-3 93, OVCAR-8 72, PC-3 58, DU-145 84, OVCAR-5 110, OVCAR-3 96, OVCAR-4 93 and SF-268 57.
O=C(Nc1ccc(C(F)(F)F)cc1)Nc1ncccc1OCc1ccc(F)cc1 was read as SK-OV-3 82, OVCAR-8 91, U251 88, PC-3 78, DU-145 106, OVCAR-5 86, OVCAR-3 98, OVCAR-4 99 and SF-268 104.
CCOC(=O)CC(=O)Cc1ccccc1 was read as SK-OV-3 116, OVCAR-8 103, U251 102, PC-3 102, DU-145 111, OVCAR-5 96, OVCAR-3 109, OVCAR-4 111 and SF-268 100.
Screening COC(=O)C1(C(=O)OC)C(C(=O)c2ccccc2)C1c1ccccc1 (stereo not given) returned SK-OV-3 109, OVCAR-8 96, U251 96, PC-3 92, DU-145 110, OVCAR-5 102, OVCAR-3 99, OVCAR-4 99 and SF-268 93.
CN(C)c1cccc([N+](=O)[O-])c1 was read as SK-OV-3 104, OVCAR-8 104, U251 97, PC-3 86, DU-145 114, OVCAR-5 117, OVCAR-3 118 and SF-268 113.
Screening Cc1cc(C(=O)O)c(C)cc1N returned SK-OV-3 108, OVCAR-8 93, U251 99, PC-3 96, DU-145 111, OVCAR-5 104, OVCAR-3 113, OVCAR-4 105 and SF-268 116.
`Cc1nn(-c2ccc(Cl)cc2)c(C)c1N=Nc1ccccc1` gave SK-OV-3 102, OVCAR-8 89, U251 86, PC-3 94, DU-145 103, OVCAR-5 84, OVCAR-3 87, OVCAR-4 76 and SF-268 92.
`CS(=O)(=O)N(c1cc(-c2ccc3ncnc(Nc4cccc(Cl)c4)c3c2)cnc1Cl)S(C)(=O)=O` gave SK-OV-3 -11*, OVCAR-8 24, U251 21, PC-3 11, DU-145 22, OVCAR-5 12, OVCAR-3 11, OVCAR-4 43 and SF-268 24.
O=C1C(Br)=CC(=Nc2ccc(O)c(C(=O)O)c2)C=C1Br was read as SK-OV-3 109, OVCAR-8 101, U251 111, PC-3 94, DU-145 113, OVCAR-5 98, OVCAR-3 113, OVCAR-4 103 and SF-268 105.
Screening CCCCCC(CC)C(CC)CO (stereo not given) returned SK-OV-3 109, OVCAR-8 106, U251 100, PC-3 109, DU-145 97, OVCAR-5 101, OVCAR-3 112, OVCAR-4 100 and SF-268 99.
Cc1ccc(CSC(=N)N)cc1C was read as SK-OV-3 111, OVCAR-8 109, U251 111, PC-3 88, DU-145 108, OVCAR-5 114, OVCAR-3 116, OVCAR-4 101 and SF-268 104.
`O=C1c2c(O)ccc([N+](=O)[O-])c2C(=O)c2c(O)ccc([N+](=O)[O-])c21` gave SK-OV-3 91, OVCAR-8 104, U251 103, PC-3 102, DU-145 104, OVCAR-5 110, OVCAR-3 109, OVCAR-4 99 and SF-268 100.
For Nc1nc(N)c(N=Nc2ccc(S(=O)(=O)O)cc2)c(N)n1 the results were SK-OV-3 108, OVCAR-8 94, U251 99, PC-3 93, DU-145 113, OVCAR-5 97, OVCAR-3 107, OVCAR-4 106 and SF-268 107.
Screening Nc1nc(=O)[nH]c2ccc(C(=O)c3ccccc3)cc12 returned SK-OV-3 109, OVCAR-8 109, U251 97, PC-3 96, DU-145 115, OVCAR-5 107, OVCAR-3 114, OVCAR-4 100 and SF-268 97.
FC(F)(F)c1nc2nccc(-c3ccc4c(c3)OCO4)n2n1 was read as SK-OV-3 99, OVCAR-8 98, U251 97, PC-3 100, DU-145 109, OVCAR-5 105, OVCAR-3 102, OVCAR-4 103 and SF-268 109.
`Cc1cc(O)c(/C=N/C(=S)Nc2cc(Cl)ccc2Cl)c(=O)o1` gave SK-OV-3 90, OVCAR-8 105, U251 100, PC-3 91, DU-145 108, OVCAR-5 92, OVCAR-3 107, OVCAR-4 102 and SF-268 101.
For Cn1cnc2ccccc21 the results were SK-OV-3 93, OVCAR-8 87, U251 100, PC-3 93, DU-145 105, OVCAR-5 113, OVCAR-3 111, OVCAR-4 114 and SF-268 98.
Screening COc1ccc(-n2cnc3cc(C(=O)N4CCCCC4)ccc32)cc1 returned SK-OV-3 100, OVCAR-8 100, U251 97, PC-3 95, DU-145 111, OVCAR-5 93, OVCAR-3 108, OVCAR-4 100 and SF-268 105.
Screening COc1cc(-c2ccc(N=Nc3cc(S(=O)(=O)O)c4ccccc4c3O)c(OC)c2)ccc1N=Nc1cc(S(=O)(=O)O)c2ccccc2c1O returned SK-OV-3 103, OVCAR-8 99, U251 110, PC-3 74, DU-145 102, OVCAR-5 104, OVCAR-3 105, OVCAR-4 108 and SF-268 100.
`COc1ccc(/C=C2\COc3ccc(-c4ccccc4)cc3C2=O)c(OC)c1` gave SK-OV-3 107, OVCAR-8 96, U251 85, PC-3 78, DU-145 102, OVCAR-5 101, OVCAR-3 98, OVCAR-4 65 and SF-268 98.

Quoted at random: 7 records from the list, in no set order.
For Nc1nc(N)c(N=Nc2ccc(S(=O)(=O)O)cc2)c(N)n1 the results were SK-OV-3 108, OVCAR-8 94, U251 99, PC-3 93, DU-145 113, OVCAR-5 97, OVCAR-3 107, OVCAR-4 106 and SF-268 107.
Screening COc1ccc(-n2cnc3cc(C(=O)N4CCCCC4)ccc32)cc1 returned SK-OV-3 100, OVCAR-8 100, U251 97, PC-3 95, DU-145 111, OVCAR-5 93, OVCAR-3 108, OVCAR-4 100 and SF-268 105.
For Cn1cnc2ccccc21 the results were SK-OV-3 93, OVCAR-8 87, U251 100, PC-3 93, DU-145 105, OVCAR-5 113, OVCAR-3 111, OVCAR-4 114 and SF-268 98.
Screening Nc1nc(=O)[nH]c2ccc(C(=O)c3ccccc3)cc12 returned SK-OV-3 109, OVCAR-8 109, U251 97, PC-3 96, DU-145 115, OVCAR-5 107, OVCAR-3 114, OVCAR-4 100 and SF-268 97.
Screening COc1cc(-c2ccc(N=Nc3cc(S(=O)(=O)O)c4ccccc4c3O)c(OC)c2)ccc1N=Nc1cc(S(=O)(=O)O)c2ccccc2c1O returned SK-OV-3 103, OVCAR-8 99, U251 110, PC-3 74, DU-145 102, OVCAR-5 104, OVCAR-3 105, OVCAR-4 108 and SF-268 100.
`Cc1cc(O)c(/C=N/C(=S)Nc2cc(Cl)ccc2Cl)c(=O)o1` gave SK-OV-3 90, OVCAR-8 105, U251 100, PC-3 91, DU-145 108, OVCAR-5 92, OVCAR-3 107, OVCAR-4 102 and SF-268 101.
`O=C1c2c(O)ccc([N+](=O)[O-])c2C(=O)c2c(O)ccc([N+](=O)[O-])c21` gave SK-OV-3 91, OVCAR-8 104, U251 103, PC-3 102, DU-145 104, OVCAR-5 110, OVCAR-3 109, OVCAR-4 99 and SF-268 100.

High-throughput results: PubChem BioAssay, NCI

This is a random part of the collection; about 9.5% have a hit in one of these screens.
